PAFAH1B2 inh – inhibitors of human PAFAH1B2; P68402; recombinant PAFAH1B2, FP-rhodamine activity probe, fluorescence polarization; inhibition, % at 3.39 µM; 1.2% of 340,000 active; AID 492953;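 active = inhibition above the mean of all tested compounds plus 3 SD, cut at about 24% in these data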;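 note: 0% = enzyme with DMSO and 100% = wells lacking PAFAH1B2; many of its hits are not listed in these tables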
Target sequence (P68402 whole entry, looked up): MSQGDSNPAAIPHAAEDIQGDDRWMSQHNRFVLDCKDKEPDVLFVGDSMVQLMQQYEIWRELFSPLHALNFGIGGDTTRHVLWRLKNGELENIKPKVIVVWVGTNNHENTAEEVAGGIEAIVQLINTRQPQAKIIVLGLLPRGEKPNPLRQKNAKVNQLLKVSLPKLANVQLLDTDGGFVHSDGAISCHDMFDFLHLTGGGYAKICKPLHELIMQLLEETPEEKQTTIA
MCL1 BIM primary – disrupts human MCL1 binding to BIM-BH3 peptide. inhibition, % at 10.9 µM. 0.68% of 320,000 active. Q07820. GST-MCL1 / FITC-Bim-BH3 fluorescence polarization. AID 2057;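 active = inhibition above the mean inhibition of all tested compounds plus 3 SD, set per campaign, cut at about 40% in these data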;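 note: 0% = DMSO wells and 100% = unlabeled Bim-BH3 peptide control; higher means more loss of mP so more displacement of Bim peptide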
pPAFAH inh – inhibitors of human plasma PAF acetylhydrolase (pPAFAH); 1.5% of 330,000 active; AID 463082; recombinant pPAFAH, FP-rhodamine probe fluorescence polarization; Q13093; inhibition, % at 3.39 µM;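 active = inhibition above the mean inhibition across the screen plus 3 SD, cut at about 25% in these data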;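 note: inhibitors block binding of the rhodamine activity-based probe so polarization drops; 0% = enzyme with DMSO and 100% = wells lacking pPAFAH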
Fam108B counter – Fam108B inhibition, counter-screen for RBBP9 inhibitors. AID 1947. inhibition, % at 9.51 µM. recombinant Fam108B, FP-Rh probe fluorescence polarization. 0.33% of 300,000 active;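 active = inhibition above the screen mean inhibition plus 3 SD, computed separately per campaign, cut at about 18% in these data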;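 note: inhibitors lower polarization as less probe binds the enzyme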
PME-1 primary – PME-1 (human) inhibition; Q9Y570; recombinant PME-1, FP-Rh probe fluorescence polarization; inhibition, % at 5.9 µM; 0.53% of 320,000 active; AID 2130;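 active = inhibition above the campaign mean of all compounds plus 3 SD, cut at about 26% in these data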;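 note: competitive labeling of PME-1 active site by serine hydrolase directed probe; 0% = PME-1 with DMSO and 100% = wells lacking PME-1 enzyme; inhibitors block probe labeling so polarization falls and inhibition rises; many of its hits are not listed in these tables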
Bcl-xL primary – blocks human Bcl-xL binding to Bim BH3 peptide. Q07817. GST-Bcl-xL / FITC-Bim BH3 peptide fluorescence polarization. inhibition, % at 10.9 µM. 0.7% of 320,000 active;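 active = inhibition above the mean of all tested compounds plus 3 SD, cutoff set per campaign, cut at about 30% in these data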;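 note: 0% = DMSO wells and 100% = unlabeled Bim-BH3 peptide competitor; inhibitors lower millipolarization by displacing the labeled peptide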
MEX-5 binding – C. elegans MEX-5 TCR-2 RNA binding activity; Q9XUB2; AID 1832; 0.38% of 300,000 active; MEX-5/FITC-TCR2 RNA binding, fluorescence polarization; stronger effect = lower value; activity score (negative = inhibition of binding), % at 10 µM;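 active = inhibition past about -25% in most replicates, and total fluorescence under double the plate's negative control median, limit read from the data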;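 note: 0% = DMSO and -100% = 5 µM competing unlabeled TCR2 RNA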
GLD-1 RNA inh – GLD-1-TGE RNA interaction inhibition (C. elegans) | Q17339 | purified GLD-1 + fluorescein TGE RNA, fluorescence polarization | inhibition, % at 5.96 µM | 0.44% of 320,000 active | AID 2280;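 active = percent inhibition above a per-plate cutoff, the plate mean of test compounds plus 3 SD, cut at about 30% in these data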;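 note: 0% = DMSO wells with GLD-1 and probe and 100% = wells lacking GLD-1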
AHR activator – human AHR activation | activation, % at 5 µM | 2.5% of 320,000 active | AHR-responsive luciferase reporter cells, luminescence | P35869; in the data active = activation above about 47%;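 note: 0% = vehicle wells and 100% = reference agonist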
Target sequence (P35869 whole entry, looked up): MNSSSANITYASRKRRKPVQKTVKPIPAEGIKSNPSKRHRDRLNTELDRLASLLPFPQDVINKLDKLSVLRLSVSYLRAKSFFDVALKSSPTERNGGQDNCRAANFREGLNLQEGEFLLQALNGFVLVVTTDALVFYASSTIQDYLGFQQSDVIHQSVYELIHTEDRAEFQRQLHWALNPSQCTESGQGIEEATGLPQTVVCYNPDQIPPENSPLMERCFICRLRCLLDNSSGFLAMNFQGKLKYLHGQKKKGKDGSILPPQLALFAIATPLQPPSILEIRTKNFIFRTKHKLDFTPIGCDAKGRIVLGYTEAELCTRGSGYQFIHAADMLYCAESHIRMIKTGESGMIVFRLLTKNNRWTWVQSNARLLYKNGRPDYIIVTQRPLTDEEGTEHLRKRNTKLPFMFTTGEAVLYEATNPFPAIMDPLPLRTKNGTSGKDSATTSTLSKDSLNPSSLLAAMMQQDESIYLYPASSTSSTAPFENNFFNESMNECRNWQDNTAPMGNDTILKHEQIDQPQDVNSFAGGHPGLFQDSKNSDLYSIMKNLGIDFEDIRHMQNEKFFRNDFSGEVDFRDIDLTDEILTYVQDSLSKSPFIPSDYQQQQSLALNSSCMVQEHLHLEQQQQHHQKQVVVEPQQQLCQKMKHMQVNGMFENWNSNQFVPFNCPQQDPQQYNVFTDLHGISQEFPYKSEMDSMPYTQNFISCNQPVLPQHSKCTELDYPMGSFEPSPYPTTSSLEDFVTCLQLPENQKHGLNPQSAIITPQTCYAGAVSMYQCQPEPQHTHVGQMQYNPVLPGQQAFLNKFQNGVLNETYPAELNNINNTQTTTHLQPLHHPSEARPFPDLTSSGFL
* = called active by the depositor; . = no result given. These rows are one share of the data; count on the stated rates, not on these rows.

SMILES | PAFAH1B2 inh | MCL1 BIM primary | pPAFAH inh | Fam108B counter | PME-1 primary | Bcl-xL primary | MEX-5 binding | GLD-1 RNA inh | AHR activator
Cc1cc(/C=C2/C(=O)NN(c3ccccc3)C2=O)c(C)n1-c1cccc(O)c1 | 16 | 8 | 19 | 7 | 10 | 11 | 0.5 | 7 | 5
CCCCCCNC(=O)CSc1nccn1Cc1ccccc1 | 8 | 2 | 4 | 0 | -1 | -1 | 2.6 | 6 | 1
CCNC(=O)CCc1nc(-c2ccc(C(C)(C)C)cc2)no1 | 5 | 1 | 1 | -3 | -2 | 12 | -1.8 | 2 | -15
COc1cccc(CNC(=O)CCC2CCCN(Cc3cc(Cl)ccc3O)C2)c1 (stereo not given) | 4 | -3 | 92* | 1 | -2 | -1 | 2.8 | -5 | -1
Brc1ccccc1-c1nnc(CSc2nnnn2-c2ccccc2)o1 | 0 | -11 | 3 | -3 | -2 | -8 | 0.9 | -2 | 10
Cc1noc(C)c1COc1ccccc1C(=O)Nc1cccc(S(=O)(=O)N(C)C)c1 | 9 | -1 | -3 | -1 | 8 | 4 | -2.3 | 8 | 1
C1=C(N2CCOCC2)/C(=C/c2nc3ccccc3[nH]2)CC1 | 5 | 105* | 19 | 6 | 6 | 88* | -12 | 73* | 24
CC1(C)Cc2c(cnn2-c2ccc(F)cc2)C(NC(=O)CCC(F)(F)F)C1 (stereo not given) | -2 | 6 | 2 | 2 | 10 | 1 | -3.4 | 0 | -1
CCOC(=O)N1CCC(NC(=O)c2cc(C(=O)Nc3cccc(OC)c3)ccc2CO)CC1 | -1 | -11 | -6 | -4 | -3 | -7 | 0.4 | -5 | 0
CN(C(=O)CCNC(=O)Cn1ccc2ccccc2c1=O)c1ccc(Br)cc1 | 4 | 0 | 5 | 0 | 1 | 2 | 0.0 | 4 | -1
C[C@H]1CN=C(N(C)C)N1CCCC1CCCC1 | -2 | 4 | -1 | 0 | -2 | 4 | . | 0 | 4
CCOC(=O)c1c(C)[nH]c(C(C)=NNC(=O)c2cccs2)c1C | -4 | . | 1 | . | . | . | . | 3 | 2
O=C(NCCN1CCOCC1)c1cc(-c2cccs2)nc2ccccc12 | 3 | 1 | 1 | 1 | -7 | 6 | 0.0 | 5 | 14
COc1ccc([C@H]2CC(=O)C=C(C#CC(C)(C)C)C2)cc1 | 3 | 4 | -1 | . | -4 | 5 | . | -3 | 1
C/C(=N\NC(=O)c1ccc(N/N=C(\C)c2ccc(O)cc2)cc1)c1ccc(O)cc1 | 6 | 8 | 12 | 16 | 28* | 4 | 0.6 | 4 | 10

Retrieved one by one from the entries so far, two records:
SMILES | PAFAH1B2 inh | MCL1 BIM primary | pPAFAH inh | Fam108B counter | PME-1 primary | Bcl-xL primary | MEX-5 binding | GLD-1 RNA inh | AHR activator
CCOC(=O)N1CCC(NC(=O)c2cc(C(=O)Nc3cccc(OC)c3)ccc2CO)CC1 | -1 | -11 | -6 | -4 | -3 | -7 | 0.4 | -5 | 0
C[C@H]1CN=C(N(C)C)N1CCCC1CCCC1 | -2 | 4 | -1 | 0 | -2 | 4 | . | 0 | 4

Continuation:
SMILES | PAFAH1B2 inh | MCL1 BIM primary | pPAFAH inh | Fam108B counter | PME-1 primary | Bcl-xL primary | MEX-5 binding | GLD-1 RNA inh | AHR activator
O=C(COC(=O)c1cccnc1Cl)NCC1CCCO1 (stereo not given) | 0 | 0 | 10 | 0 | 3 | 3 | 1.0 | -2 | -1
COc1cccc(CN2CC(C(=O)NC3(c4ccccc4)CC3)CCC2=O)c1 (stereo not given) | 2 | 2 | 6 | -2 | 2 | 5 | -1.6 | 0 | 1
O=S(=O)(Nc1cccc(-c2cn3cccnc3n2)c1)c1ccc(-c2ccccc2)cc1 | -18 | -8 | -29 | -14 | -31 | 1 | -6.4 | 6 | 22
CCN1CCN(C(=O)CCc2nc3ccccc3c(=O)[nH]2)CC1 | 2 | 10 | -1 | -3 | -4 | 6 | -4.9 | 8 | 5
O=C(O)c1cnn2c1NC(c1ccc(F)cc1)CC2C(F)(F)F (stereo not given) | 4 | -6 | 8 | 1 | -7 | 3 | 1.0 | 4 | 0
Cc1ccccc1C(=O)NC1CC2CCCC(C1)N2Cc1ccc(Cl)cc1 (stereo not given) | 3 | 12 | 3 | 3 | 0 | 4 | -2.2 | 1 | 0
COc1ccc(CN2CCN(CC(O)Cn3c4ccccc4c4ccccc43)CC2)cc1 (stereo not given) | -7 | 9 | -4 | -5 | -5 | 4 | 0.4 | 2 | 11
O=C(CNC(=O)c1ccc(Br)o1)NCC1CCCCC1 | 1 | 0 | -1 | . | -8 | 4 | . | 7 | 2
COc1ccc(C2=NOC(C(=O)NC(C)(C)C)C2)cc1 (stereo not given) | -1 | 0 | 3 | 0 | -2 | 2 | -3.2 | 6 | 5
COc1ccc(C(=O)Nn2cnnc2)c(OC)c1 | 3 | 0 | 4 | 1 | -3 | 1 | 1.2 | 0 | 2
Cn1nccc1C(=O)Nn1cnnc1 | 2 | -2 | 1 | 0 | 4 | 7 | -3.4 | -1 | -2
Nc1nc(-c2ccccc2)c(-c2ccccc2)n1N | 4 | -41 | 2 | -4 | 1 | -7 | -2.6 | -28 | 16
CCn1c(SCC(=O)Nc2ccc(OCc3ccccc3)cc2)nnc1-c1ccco1 | 9 | 5 | 1 | 0 | -5 | 6 | -1.1 | -2 | 1
Cc1cc(NC(=O)CSc2ccc3nnc(-c4ccccc4)n3n2)no1 | 1 | -6 | 5 | 4 | 4 | -2 | -0.7 | 4 | 19
Cc1[nH]c2ccccc2c1C(=O)CN1CCC2(CC1)OCCO2 | 4 | -2 | 1 | -3 | -3 | 8 | 0.2 | 7 | 11
Cc1cc(NC(=O)Nc2ccc(Cl)cc2)n(C(C)(C)C)n1 | 4 | -1 | 4 | 5 | 2 | -3 | 2.3 | -10 | 2
CC(C)Oc1ccccc1OCCN(C)C | 6 | 9 | 2 | 1 | -8 | 3 | 0.8 | 1 | 0
CCCCNC(=S)N(C)/N=C/c1ccc(OCc2ccc(C(=O)OC)cc2)c(OC)c1 | 1 | 11 | 3 | -4 | 1 | 2 | -0.7 | 10 | 0
O=C(Nc1ccc([N+](=O)[O-])cc1)c1cc(-c2ccccn2)nc2c(Cl)cccc12 | -10 | 4 | 2 | -1 | -1 | 2 | -0.1 | 6 | 5
COc1ccc(-c2ccc3c(c2)S(=O)(=O)c2cccc(C(=O)N4CCN(c5ccc(Cl)cn5)CC4)c2C3=O)cc1OC | 5 | . | 36* | . | . | . | . | 11 | 9
CN(C)/C=C(/C(=O)c1ccc(F)cc1)S(=O)(=O)c1ccc(F)cc1 | 5 | -8 | -1 | 1 | 4 | -3 | 0.6 | 3 | -3
CCN(CC(=O)Nc1ccc(NC(C)=O)cc1)C(=O)c1cc(S(=O)(=O)N2CCCCCC2)ccc1OC | 3 | -4 | 5 | -2 | -1 | -5 | 2.9 | 4 | -2
O=C(/C=C\Nc1ccccn1)c1ccccc1 | -1 | 1 | 0 | -2 | -6 | -6 | 2.9 | 3 | 43
CCn1c(COc2ccc(C)cc2)nnc1SCC(=O)Nc1cc(OC)ccc1OC | 4 | -8 | -1 | -1 | 0 | 3 | -1.9 | 13 | 2
C=CC[C@H](CC(=O)NCCO)C(=O)N[C@H](COC(=O)[C@H](CC=C)CC(=O)OC(C)(C)C)c1ccccc1 | 6 | . | 6 | . | . | . | . | 2 | -2
Cc1cc(S(=O)(=O)N2CCCC2)ccc1OCC(=O)NCc1ccccn1 | 3 | -2 | -3 | 0 | -4 | 0 | -0.4 | -3 | 0
Cn1c(SCC(=O)NCc2ccco2)nc2ccccc2c1=O | -1 | -1 | 4 | 7 | -1 | 1 | 2.1 | -9 | 1
NC(=O)c1ccccc1OCC(=O)N1CCC(Cc2ccccc2)CC1 | 3 | 1 | 3 | . | 2 | 5 | . | 2 | -4
O=C1C(Cc2ccccc2)Nc2ncnc(N3CCc4ccccc4C3)c2N1Cc1ccc(Br)cc1 (stereo not given) | . | 3 | 0 | -4 | -4 | 7 | 2.4 | 0 | 3
COc1cc(C(=O)NC2CC3CCCC(C2)N3CC(=O)Nc2ccccc2)cc(OC)c1OC (stereo not given) | 0 | -4 | -2 | 2 | -4 | -5 | 1.4 | 4 | 10
Cc1cc(NC(=O)COC(=O)CCCOc2ccc(Cl)cc2C)no1 | -1 | -2 | 10 | 0 | 4 | 7 | -0.8 | 4 | 4
O=C(O)c1ccc(CSCc2ccccc2F)o1 | 11 | 9 | 10 | 5 | -4 | 2 | 0.2 | 1 | -2
CCC(C(=O)NCc1ccncc1)c1ccccc1 (stereo not given) | 6 | -7 | 3 | 0 | -2 | 0 | 0.5 | -3 | 0
CCC1CCCCN1C(=O)COc1cc(=O)n(C)c2ccccc12 (stereo not given) | 7 | 3 | 4 | 3 | 6 | 6 | -1.0 | 4 | 39
Cc1nonc1C(=O)N/N=C/c1ccc([N+](=O)[O-])o1 | 4 | 18 | 8 | 1 | -8 | 18 | -0.6 | 6 | 7
Cc1cccc(CCNC(=O)C2CCC(=O)N2Cc2ccc(F)cc2)c1 (stereo not given) | -1 | -2 | 6 | 3 | 8 | 3 | -0.6 | 1 | -1
COC(=O)CSc1nnc(SCc2ccc(Cl)cc2)s1 | 31* | -1 | 6 | -2 | 4 | 0 | -3.0 | 5 | -4
CC(C)NC(=O)NS(=O)(=O)c1cnccc1NC1CC2CCC1C2 (stereo not given) | 9 | -4 | 0 | -1 | -2 | 5 | 1.6 | 2 | 4
COc1cccc(CNC(=O)CSc2ccc(-c3ccccn3)nn2)c1 | 7 | -4 | 1 | -2 | -2 | -5 | -1.8 | 3 | 12
Cc1cc(NC(=O)CSc2nnc(-c3ccco3)n2Cc2ccccc2)no1 | 5 | -4 | -1 | -1 | -2 | 3 | 3.8 | 2 | -3
Cc1ccc(C(=O)Nc2c(N)nc(SCC(=O)NCC3CCCO3)[nH]c2=O)cc1 (stereo not given) | 7 | 3 | -2 | -2 | 3 | 3 | -1.0 | 1 | -1
CCn1c(C)c(CS(=O)(=O)c2ccccc2)[nH]c1=O | 3 | 13 | -3 | -3 | 7 | 10 | -3.3 | 0 | 0
COC(=O)c1cc(OC)c(OC)cc1NC(=S)N1CCCCC1 | 6 | 4 | 2 | -3 | 7 | 3 | . | 1 | 16
Cc1ccccc1Cn1c(O)c(N=NC(=S)Nc2ccccc2F)c2ccccc21 | 7 | -6 | 0 | -1 | -2 | -3 | -0.5 | -3 | 28
CC(C)OCCCNC(=O)CNC(=O)c1ccc(Cl)c(Cl)c1 | 1 | 5 | 6 | -1 | -5 | 2 | 0.7 | 4 | 6
COc1ccc2nc(NCCCNC(=O)c3cc(OC)c(OC)c(OC)c3)c(C#N)cc2c1 | 2 | 36 | 3 | -3 | 4 | 28 | -9.7 | 21 | 3
C[C@H](CO)N1C[C@H](C)[C@@H](CN(C)C(=O)Nc2ccc(C(F)(F)F)cc2)Oc2c(NC(=O)Cc3ccccc3)cccc2C1=O | -3 | . | -3 | . | . | . | . | 5 | 0
CCC(C)NC(=O)Cn1cc(S(=O)(=O)N2CCN(c3ccccc3F)CC2)c2ccccc2c1=O (stereo not given) | -6 | 5 | -1 | -2 | -6 | 11 | 0.5 | -4 | -3
Cc1ccc(S(=O)(=O)C2(S(=O)(=O)c3ccc(C)cc3)CCCC2)cc1 | 4 | 5 | 8 | 0 | 1 | 6 | -1.3 | -2 | 0
CCOC(=O)CSc1nc2sc3c(c2c(=O)[nH]1)CCCC3 | 3 | 4 | -10 | 1 | 3 | 2 | 1.2 | 6 | 4
CCCc1cc(C(=O)Nc2nccs2)cs1 | 6 | -7 | 2 | -5 | -8 | 1 | -0.2 | 9 | 4

High-throughput results as filed in PubChem BioAssay.
